14-3-3g Raf = modulators of human 14-3-3 gamma - Raf peptide interaction; FP, 14-3-3gamma / TMR-pS259-Raf peptide binding; inhibition, % at 40 µM; 160,000 tested, 0.19% active; AID 422; in the data active means inhibition above about 30%;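 further: 0% = protein plus tracer without compound and 100% = blank with tracer alone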
Target sequence (P61981 whole entry, looked up): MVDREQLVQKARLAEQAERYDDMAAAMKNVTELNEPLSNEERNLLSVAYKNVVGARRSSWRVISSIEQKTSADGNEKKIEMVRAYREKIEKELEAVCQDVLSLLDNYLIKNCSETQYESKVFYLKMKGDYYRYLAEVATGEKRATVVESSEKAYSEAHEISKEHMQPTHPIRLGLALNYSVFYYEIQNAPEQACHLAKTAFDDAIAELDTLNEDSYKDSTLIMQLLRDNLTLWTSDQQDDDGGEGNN
* marks the source's active call; other numbers are inactive results; & = joins results of further samples. An excerpt; count on the stated rates, not on these rows.

smiles,14-3-3g Raf
COc1ccc(/C(O)=C2/C(=O)C(=O)N(Cc3cccnc3)C2c2ccccn2)cc1 (stereo unspecified),-1.1
CC(C)Cn1c(NCc2ccco2)nc2c1c(=O)[nH]c(=O)n2C,-5.2
Cc1ccc(-c2nc3cc(NC(=O)c4ccc([N+](=O)[O-])cc4)ccc3o2)cc1,-9.3
CCCS(=O)(=O)N1CCCC(C(=O)NCCCN(CC)c2cccc(C)c2)C1 (stereo unspecified),-2.9
Cc1cc(NC(=O)C23CCC(C)(C(=O)O2)C3(C)C)no1 (stereo unspecified),-9.4
O=C(CN1CCCCC1)Nc1c(C(=O)c2ccc(F)cc2)oc2ccccc12,-3.3
O=C(CC(Nc1ccc2ccccc2c1)c1ccncc1)c1ccc(Br)cc1 (stereo unspecified),-4.2
O=c1nc2n(c3ncccc13)CCC2,-6.4
Clc1cccc(-c2nc3ccccn3c2Nc2ccc3c(c2)OCCO3)c1,1.2
Cc1cc(C(=O)Nc2sc3c(c2C#N)CCC(C)C3)cs1 (stereo unspecified),-18.3
Cc1ccc(S(=O)(=O)Nc2ccc3oc(C)c(C(=O)O)c3c2)cc1,-6.2
CCOC(=O)C(N)CSC1CC(=O)N(c2cccc(Cl)c2)C1=O (stereo unspecified),6.9

The final two compounds of the part above come first, to join the parts:
smiles,14-3-3g Raf
Cc1ccc(S(=O)(=O)Nc2ccc3oc(C)c(C(=O)O)c3c2)cc1,-6.2
CCOC(=O)C(N)CSC1CC(=O)N(c2cccc(Cl)c2)C1=O (stereo unspecified),6.9
CC12CC(c3ccccc3O1)N(C(=O)c1cccs1)C(=O)N2c1ccccc1 (stereo unspecified),-3.4
Nc1nnc(-c2ccco2)s1,-1.2
N#CCc1ccc(NC(=O)COc2ccc3c(c2)CCC3)cc1,-6.4
COc1cc(-c2nc(-c3ccccc3)c(-c3ccc(O)cc3)[nH]2)cc(OC)c1O,-6.4
O=C1CCCC2=C1C(c1ccccc1)NC(=S)N2 (stereo unspecified),1.7
COc1ccc(CNC(=O)c2cccc(N(C)C)c2)cc1,5.1
CCc1ccccc1NC(=O)CSc1nnc([C@@H](NC(=O)OC(C)(C)C)C(C)CC)o1 (stereo partly specified),-12.2
COc1ccccc1N(CC(O)Cn1c(C)nc2ccccc21)S(=O)(=O)c1ccc(C)cc1 (stereo unspecified),-7.6
COc1ccc(-c2cc(C(=O)N(C)Cc3ccccc3)no2)cc1OC,-0.8
COc1ccccc1NC(=O)c1sc2nc(C)c(C(=O)Nc3ccc(C)cc3C)c(-c3cccnc3)c2c1N,-68.8
CCCCN1CCC(n2c(=O)[nH]c3ccccc32)CC1,3.8
CCc1ccc(CNC(=O)CCSCc2cccc(Cl)c2)cc1,-0.9

Among those listed so far, 3 contain a Cl atom.
smiles,14-3-3g Raf
Clc1cccc(-c2nc3ccccn3c2Nc2ccc3c(c2)OCCO3)c1,1.2
CCOC(=O)C(N)CSC1CC(=O)N(c2cccc(Cl)c2)C1=O (stereo unspecified),6.9
CCc1ccc(CNC(=O)CCSCc2cccc(Cl)c2)cc1,-0.9

Other results:
smiles,14-3-3g Raf
COc1ccc2c(c1)sc1nc(-c3cc4cc(Br)ccc4oc3=O)cn12,-6.2
Cc1nc(N2CCN(Cc3ccccc3)CC2)nc2c1C(=O)CC(c1ccco1)C2 (stereo unspecified),-14.2
COc1ccc(N2CC(C(=O)Nc3ccc(S(=O)(=O)Nc4nc(C)cc(C)n4)cc3)CC2=O)cc1 (stereo unspecified),2.8&-0.4
COCCNC(=O)c1cc2c(=O)n3cccc(C)c3nc2n1C,5.2
O=C(CN1C(=O)c2ccccc2C1=O)Nc1ccc(S(=O)(=O)N2CCCCC2)cc1,-17.0
CCn1c(=NC(=O)c2ccc(S(=O)(=O)N3CC(C)OC(C)C3)cc2)sc2cc(C)ccc21 (stereo unspecified),3.2
O=C1CN(C(=O)c2cc3ccccc3oc2=O)C(c2ccccc2)c2cc(F)ccc2N1 (stereo unspecified),-10.3
COc1ccc(N2CCN(CCNC(=O)C3CC(=O)N(C4CCCC4)C3)CC2)cc1 (stereo unspecified),3.8&-8.4
COc1ccccc1NS(=O)(=O)c1ccc2c(c1)CC(C)N2C(C)=O (stereo unspecified),-8.2
CCOc1ccccc1C(=O)Nc1ccc(F)cc1,0.7
CCCCN(CC)c1nc(-c2ccccc2F)nc2ccccc12,-2.1
N#CNC1=NCN(CCc2ccccc2)CN1,-2.7
N#C/C(C(=O)N1CCOCC1)=c1\s/c(=C/c2ccncc2)c(=O)n1-c1ccccc1,1.7
Cc1c(C(=O)NCCCN2CCOCC2)oc2ccc(S(=O)(=O)N3CC(C)CC(C)C3)cc12 (stereo unspecified),0.7
O=S(=O)(NCc1ccc(Cl)cc1)c1cnc[nH]1,-1.2
CCCCOC(=O)C1=C(C)NC2=C(C(=O)CCC2)C1c1cc(Br)c(O)c(OCC)c1 (stereo unspecified),-9.3
COc1ccc(-c2nc(-c3ccc(Cl)cc3)sc2CC(=O)O)cc1,-5.8
CN1CCN(C(=O)c2ccccc2NC(=O)CCN2C(=O)c3ccccc3C2=O)CC1,-9.1
O=C(c1ccccc1)c1ccc(OC(=O)N2CCCC2)cc1,1.8
COc1cc(C(=O)Nc2c3c(nn2-c2cccc(Cl)c2)CS(=O)C3)cc(OC)c1OC (stereo unspecified),-10.0
COc1ccc(OC)c(CNC(=O)CCN2C(=O)COc3ccccc32)c1,-0.6&2.6
COc1ccc(C2C(C(C)=O)=C(O)C(=O)N2Cc2ccco2)cc1OC (stereo unspecified),-2.6
O=C(c1ccc2c(=O)n(Cc3ccc(Cl)cc3)c(=S)[nH]c2c1)N1CCN(Cc2ccccc2)CC1,0.8
COc1c(F)c(F)c(-c2csc(N)n2)c(F)c1F,8.9
COc1ccccc1NC(=O)C1CC=CCC1C(=O)O (stereo unspecified),2.9
COc1ccc(OC)c(-n2c(=S)[nH]c3cc(C(=O)NCc4ccco4)ccc3c2=O)c1,11.4
CC(C)c1nc2oc3c(N4CCNCC4)ncnc3c2c2c1CCC2,-7.8
COC(CC(=O)O)c1nc2ccccc2s1 (stereo unspecified),-16.6
CC(C)c1ccc(NC(=O)Cn2c(=O)n(Cc3ccccc3)c(=O)c3ccccc32)cc1,-0.2
CCc1ccc(OCC(=O)N2CCN=C2c2ccccc2)cc1,-6.9
O=C(Cn1c2ccccc2c(=O)c2ccccc21)Nc1ccccc1F,5.4
CC(=O)c1c(C(C)=O)c(C)n(-c2ccc(C)c(NC(=O)c3ccc(F)cc3)c2)c1C,32.4*
CCOC(=O)c1c(C)n(CC)c2ccc(OC(=O)c3ccco3)cc12,-6.5
O=C1c2ccccc2NC2(CCCCC2)N1c1ccc(O)cc1,-4.0&-1.2
Nc1cc(OC(=O)c2ccc(Cl)cc2)nn1S(=O)(=O)c1ccc(Cl)cc1,-7.5
O=C(Cn1cnc2ccccc2c1=O)NCCC(=O)N1CCN(c2ccccc2)CC1,2.2
CC(C)(C)NC(=O)C(c1cccs1)N(CC1CCCO1)C(=O)Cn1nnc(-c2cccs2)n1 (stereo unspecified),-1.1
CC(C)(C)C(=NC(=O)c1ccc(Br)cc1)c1ccccc1,4.3
C=CCNc1nc2c(c(=O)n(C)c(=O)n2C)n1CCC(C)C,0.4
COc1ccc(NC(=O)c2sc3ncnc(N4CCCCC4C)c3c2C)cc1OC (stereo unspecified),-9.0
O=S(=O)(Cc1ccc(F)cc1)c1cn(Cc2ccccc2Cl)c2ccccc12,5.5
O=C(Nc1cc2cccc([N+](=O)[O-])c2oc1=O)c1ccccc1F,6.8
CCOC(=O)c1c(NC(=O)c2ccccc2C)sc(C(=O)Nc2ccc(C)c(Cl)c2)c1C,-6.8
CCOC(=O)c1c(NC(=O)c2ccc(C)cc2)sc(C(=O)NC2CCCC2)c1C,-3.7
COc1ccc2nc(NC(=O)Cn3cnc4c(=O)n(C)c(=O)n(C)c43)sc2c1,-1.5
CCCCNC(=O)c1cc2nc(-c3ccc(Br)cc3)cc(C(F)(F)F)n2n1,-6.3
CC1C(=O)OC2(C)CC(C)(C)NC(=S)N12 (stereo unspecified),1.9
COc1cc2[nH]c(=O)n(Cc3ccc(C(=O)NCc4ccccc4)cc3)c(=O)c2cc1OC,-4.5
NCCC12CC3CC(CC(C3)C1)C2,-5.4
COc1ccc(NC(=O)CSc2nnc(Cn3c(=O)sc4ccccc43)n2C)cc1OC,-1.6
CC1CCCC(NC(=O)C2N(Cc3ccc(Cl)cc3)C(=O)C3C(C(=O)Nc4ccc(Cl)cc4)C4C=CC32O4)C1C (stereo unspecified),-21.6
Cc1cc(C)nc(NC2=NCCN2C(=O)NC2CCCCC2)n1,-10.0
COCCOC(=O)C1=C(C)NC(=O)NC1c1ccccc1O (stereo unspecified),-1.4
C=CCn1c(=S)[nH]c2cc(C(=O)NCc3cccnc3)ccc2c1=O,10.1
CC(=O)N1c2ccc(S(=O)(=O)CCC(=O)Nc3cc(C)ccc3C)cc2CC1C (stereo unspecified),34.2*
CCOC(=O)c1ccc2nc(C)cc(Nc3cc(Cl)ccc3OC)c2c1,-52.8
CC1(C(=O)O)CCC(C(=O)Nc2cccc(F)c2)C1(C)C (stereo unspecified),14.8
CC(=O)c1c(C)nnn1-c1nonc1C,5.1
Cc1nc2cc(O)ccc2s1,-6.2
O=C(Nc1cc(C(F)(F)F)ccc1Cl)C(=O)Nc1cc(C(F)(F)F)ccc1Cl,-3.2

(listing goes on)
smiles,14-3-3g Raf
Cc1cc(Br)ccc1N1C(=O)C2CC=CC(C)C2C1=O (stereo unspecified),-6.3
O=C(NC1CCCCC1)c1cnn2c(C(F)(F)F)cc(-c3ccc(Br)cc3)nc12,0.4
COc1ccc(CN=CC2=C(O)CC(C)(C)CC2=O)cc1,-3.0
Cc1cccc(CN2CCC(CNC(=O)C3c4ccccc4C(=O)N(C)C3c3c[nH]c4ccccc34)CC2)c1 (stereo unspecified),-12.2
Cc1ccc(NC(=O)c2oc(=O)c3ccccc3c2-c2ccccc2)cc1Cl,13.7
CC(C)C(OC(=O)c1cc2sccc2n1C)C(=O)NCC1CCCO1 (stereo unspecified),-10.0
Cc1cnc(NC(=O)C2=C(O)c3ccccc3S(=O)(=O)N2C)s1,2.6&3.8
O=C(O)CCS(=O)(=O)c1cccc2cccnc12,-5.2
Cc1cc2ccccc2nc1SCC(=O)N1CCCC1,7.1
Cc1onc(-c2ccccc2)c1C(=O)NCCc1c[nH]c2ccccc12,-10.3
COC(=O)c1c(NC(=O)c2ccco2)sc(C(=O)N2CCCC2)c1C,-1.6
O=C(CSc1ccc2ccccc2n1)N1CCOCC1,-1.2
CC(C)CC(=O)Nc1ccc(F)c(Cl)c1,-0.3
CC1(C)OC(=O)CC1C(=O)NCc1ccccc1 (stereo unspecified),7.8
C=CCn1c(SCC(=O)c2cccs2)nnc1-c1cccc(OC)c1,-0.9
CCOC(=O)C1CCN(C(=O)CSc2nnc(-c3ccco3)n2-c2ccccc2)CC1,-4.7
O=C(COc1ccccc1Br)NCc1ccco1,-15.9
O=C(Nc1cnccn1)c1csc2ccccc12,-8.7
O=C(OCC(=O)c1ccc[nH]1)c1ccc(S(=O)(=O)N2CCCCC2)cc1,-1.0
CCc1c(C)c(C#N)c2nc3ccccc3n2c1NCCO,-11.7
CC(=NC1CC(C)(C)NC(C)(C)C1)c1c(-c2ccccc2)[nH]n(-c2nc3ccccc3s2)c1=O,-16.5
Cc1ccc(S(=O)(=O)c2nc(C)oc2NCc2ccccc2)cc1,-3.8
COC(=O)c1cc(Nc2nc(C)nc3sc(C)c(C)c23)cc(C(=O)OC)c1,8.1
CCCN1C(=O)C(O)(CC(=O)c2cccs2)c2ccccc21 (stereo unspecified),0.4
COC(=O)c1c(C)oc2cc(Br)c(OC(=O)c3ccccc3C)cc12,-12.9
CCN1CN(Cc2ccccc2)CNC1=S,-12.7
Cc1ccc(S(=O)(=O)N2CCC(C(=O)N[C@@H](Cc3ccccc3)C(=O)O)CC2)cc1,-9.3
CCN1CCN(Cc2c(O)ccc3c(=O)c(-c4ccccc4Cl)coc23)CC1,-2.6
O=C(NCc1cccs1)c1ccc2c(c1)[nH]c(=S)n1c3ccccc3nc21,6.2
CC(=O)C1=NN(c2ccccc2C)C2C(=O)N(c3ccc(C)cc3)C(=O)C12 (stereo unspecified),19.3
CCCC(=O)C1=C(SCC)CC(C)(C)C(C(=O)OC)C1=O (stereo unspecified),0.5
Cc1ccccc1-c1nn2c(-c3ccccc3)nnc2s1,-10.3
COc1ccc(Cl)cc1-n1cnc2cc(C(=O)NCC3CCCO3)ccc21 (stereo unspecified),-10.7
Cc1cccc(-n2c(SCC(=O)Nc3ccc4c(c3)OCO4)nnc2-c2ccoc2C)c1,-10.5
O=C(Nc1ccc2c(c1)Cc1ccccc1-2)c1ccc2c(c1)OCCO2,-7.5
O=C(NCCSCc1ccccc1)c1ccc(-n2c(=S)[nH]c3ccccc3c2=O)cc1,-16.2
Cc1cccc2sc(NC(=O)c3ccc([N+](=O)[O-])cc3Cl)nc12,-2.1
Cc1cc(=O)[nH]c(SCCOc2ccc(Cl)cc2)n1,0.7
COc1cc2ccccc2cc1C(=O)Nc1ccc2nn(-c3ccccc3)nc2c1,-36.2
Cc1cc(N2C(=O)CSC2c2ccccc2C(F)(F)F)ccc1Br (stereo unspecified),-5.8
COCc1cc(=O)[nH]c(N=C(N)Nc2ccccc2)n1,6.9
COc1ccccc1Oc1ccc(S(=O)(=O)N2CCN(c3ccccc3)CC2)cc1,2.1
O=C(Nn1cnnc1)c1ccc(F)c(S(=O)(=O)N2CCCCC2)c1,-9.1
